PLCb3 inh – blocks human PLC-beta3 enzyme activity. Q01970. Purified PLC-beta3, fluorogenic substrate, fluorescence. inhibition, % at 12.2 µM. 370,000 tested, 0.18% active. AID 720704; in the data active means inhibition above about 11%;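 further: 0% = median of compound wells on plate and 100% = full blocker control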
hcDAF-12 act – activators of H. contortus DAF-12 nuclear receptor; AID 652067; activation, % at 6.8 µM; HEK293 hcDAF-12 lit1-tk-luc reporter, luminescence; 0% DMSO, 100% Δ7-dafachronic acid; 370,000 tested, 1.4% active;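 active means activation above the mean of all tested compounds plus 3 SD, cut at about 5.5% in these data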;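 further: 100% = response to 3 µM Δ7-dafachronic acid high control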
DAX1 inh-1 – blocks DAX1 repression of SF-1 activated StAR promoter; 370,000 tested, 1.1% active; HEK293T StAR-luciferase reporter, SF-1/DAX-1 repression relief; inhibition, % at 6.8 µM; AID 652010;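 active means inhibition above the mean over all tested compounds plus 3 SD, cut at about 3.6% in these data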;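 further: 0% = DAX-1 cells with DMSO and 100% = cells lacking DAX-1 with DMSO; higher inhibition means more luminescence from relief of DAX-1 repression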
GAA850 FXN act – frataxin GAA850 promoter activation; AID 540364; activation, % at 6 µM; HEK293 lucGAA850 FXN promoter luciferase reporter, 24 h; percent of 10 µM SAHA response; 360,000 tested, 0.56% active;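 active means activation above the average of all compounds screened plus 3 SD, cutoff fixed separately per campaign, cut at about 7.5% in these data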;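 further: 0% = DMSO wells and 100% = 10 µM SAHA wells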
HGIII-sPLA2 inh – Blocks human group III sPLA2 activity | Q9NZ20 | QFRET BODIPY PC-A2 liposome hydrolysis, fluorescence | inhibition, % at 12.2 µM | 370,000 tested, 0.56% active | AID 743126;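 active means inhibition above mean plus 3 SD of compounds lying within the high and low control bounds, cut at about 19% in these data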;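 further: 0% = median of test compound wells and 100% = no enzyme DMSO wells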
PLCg1 inh – PLC-gamma1 (human) inhibition, primary screen | inhibition, % at 12.2 µM | 370,000 tested, 0.84% active | P19174 | purified PLC-gamma1, fluorogenic substrate, fluorescence; in the data active means inhibition above about 9.5%
DAX1 inh-2 – inhibitors of human orphan nuclear receptor DAX1 (NR0B1) | P51843 | HEK293 Gal4-DAX1 luciferase reporter, luminescence | inhibition, % at 6.75 µM | 340,000 tested, 0.99% active | AID 504766;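 active means inhibition above the mean over all tested compounds plus 3 SD, cut at about 4.2% in these data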;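 further: 0% = DAX1-transfected cells with DMSO and 100% = empty-vector control cells with DMSO; inhibition shows as a rise in luminescence from relieved DAX1 repression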
Target sequence (P51843 207-470 limits assumed): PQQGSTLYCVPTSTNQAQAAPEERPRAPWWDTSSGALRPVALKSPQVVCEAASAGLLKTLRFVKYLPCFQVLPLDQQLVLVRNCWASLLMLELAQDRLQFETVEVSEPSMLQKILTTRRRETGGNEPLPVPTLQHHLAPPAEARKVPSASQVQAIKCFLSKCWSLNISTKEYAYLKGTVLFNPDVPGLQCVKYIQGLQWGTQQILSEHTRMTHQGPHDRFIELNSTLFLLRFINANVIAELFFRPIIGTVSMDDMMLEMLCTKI
ssDAF12 agonist – S. stercoralis DAF-12 activation, primary screen; HEK293 ssDAF-12/GRIP1 lit1-tk-luc reporter, luminescence; % of 3 µM dafachronic acid response; activation, % at 6.8 µM; 370,000 tested, 1% active;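 active means activation above the mean over all tested compounds plus 3 SD, cut at about 0.9% in these data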;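 further: 0% = DMSO-only wells and 100% = 3 µM delta7-dafachronic acid wells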
ADAM17 inh – inhibitors of human ADAM17 | inhibition, % at 6.95 µM | 370,000 tested, 0.83% active | recombinant ADAM17, EDANS/DABCYL FRET peptide cleavage;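 active means inhibition above the mean of compounds lying between control limits plus 3 SD, set per campaign, cut at about 8.5% in these data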;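 further: 0% = DMSO-only wells as the low control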
ADAM10 inh – inhibits human ADAM10 | recombinant ADAM10, EDANS/DABCYL FRET peptide cleavage, 3 h | inhibition, % at 7 µM | 370,000 tested, 0.62% active | AID 720582;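 active means inhibition above a per-campaign cutoff equal to the mean of compounds falling between control-based bounds plus 3 SD, cut at about 20% in these data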;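 further: 0% = DMSO wells while the 100% control is not disclosed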
Target sequence (O14672 214-748 limits assumed): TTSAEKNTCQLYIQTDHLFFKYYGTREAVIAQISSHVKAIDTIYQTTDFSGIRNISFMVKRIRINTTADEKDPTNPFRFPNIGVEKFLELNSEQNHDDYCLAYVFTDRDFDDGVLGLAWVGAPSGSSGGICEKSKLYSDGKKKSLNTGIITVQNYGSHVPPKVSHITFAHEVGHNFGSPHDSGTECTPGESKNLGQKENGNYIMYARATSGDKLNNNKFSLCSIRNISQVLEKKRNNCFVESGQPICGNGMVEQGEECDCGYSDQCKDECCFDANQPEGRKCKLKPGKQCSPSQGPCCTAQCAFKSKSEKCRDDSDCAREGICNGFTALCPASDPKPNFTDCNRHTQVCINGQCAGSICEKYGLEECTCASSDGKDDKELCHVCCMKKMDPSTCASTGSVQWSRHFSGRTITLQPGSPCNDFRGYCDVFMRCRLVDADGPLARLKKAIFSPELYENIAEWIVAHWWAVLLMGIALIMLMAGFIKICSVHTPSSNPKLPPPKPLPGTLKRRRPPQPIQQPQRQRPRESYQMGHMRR
hgDAF-12 ag – activates the H. glycines DAF-12 receptor ligand-binding domain; activation, % at 6.8 µM; HEK293 GAL4-hgDAF12 UAS-luciferase reporter, agonist luminescence; normalized to butyrate control; 370,000 tested, 1.8% active;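 active means activation above a cutoff set at the mean of all screened compounds plus 3 SD, cut at about 10% in these data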;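 further: 0% = DMSO wells and 100% = sodium butyrate wells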
Active calls of the source: *; . = no result given.

Molecule	PLCb3 inh	hcDAF-12 act	DAX1 inh-1	GAA850 FXN act	HGIII-sPLA2 inh	PLCg1 inh	DAX1 inh-2	ssDAF12 agonist	ADAM17 inh	ADAM10 inh	hgDAF-12 ag
C=CCn1c(SCc2ccc(Br)cc2F)nc2cc(C(=O)O)ccc2c1=O	-15	-0.3	0.2	2.1	-34	-5	-0.9	-0.6	-15	-30	-0.1
CC(C)CCSc1nc(N2CCOCC2)c2c(c1C#N)CC(C)(C)OC2	-2	-1.0	-0.2	0.1	7	-5	0.2	-1.4	-7	-12	-1.4
CCc1ccc(C(=O)C(C)OC(=O)C2COc3ccccc3O2)cc1 (stereo not given)	2	1.5	0.9	2.0	-9	-2	0.2	-0.8	0	5	1.2
CCOC(=O)c1oc2cc(OC(C)=O)ccc2c(=O)c1-c1ccc(OC)c(OC)c1	4	-1.8	-0.3	-0.8	14	3	-1.7	-1.3	-13	7	-1.2
O=[N+]([O-])c1cccc(/C=N/NC2CCS(=O)(=O)C2)c1 (stereo not given)	-8	1.9	-0.6	0.7	0	1	2.7	-0.7	-2	-6	-0.1
COc1ccc2[nH]c(-c3ccccc3)cc2c1	-129	6.1*	1.5	3.4	-20	-103	4.2*	-0.3	-203	-397	9.0
CC(C)(C)OC(=O)N1CCN(C(=O)c2[nH]cnc2C(=O)Nc2nccs2)CC1	-2	-1.4	0.3	1.4	14	3	-0.6	-1.3	-1	1	0.1
COc1ccc(S(=O)(=O)Nc2ccc3cn[nH]c3c2)cc1C	-2	1.9	0.0	2.8	-42	-7	-0.6	0.9*	4	-1	-2.2
CCOc1ncccc1C(=O)OCC(=O)NCCc1ccccc1	1	-0.6	0.6	-0.7	4	2	1.1	-0.8	-1	5	0.2
COCCn1c(C)cc(C2=NNC(=Nc3ccccc3F)SC2)c1C	-9	-6.8	-4.3	-19	-2	-6	-6.7	-3.7	-4	-8	-16
CC(C)OCCCNC(=O)c1ccc2c(c1)NC(=O)c1ccccc1S2	1	-2.0	-0.5	-1.7	-7	2	-2.1	-1.4	1	12	0.2
CN(CC(=O)Nc1ccc(F)cc1)C(=O)COC(=O)/C=C/c1ccc(OC(F)F)cc1	-6	-2.2	-0.3	-0.3	-4	-4	-1.0	-0.7	-3	5	-1.4
C=CCn1c(-c2ccc(Cl)cc2)ccc(C#N)c1=O	-2	-0.6	0.6	2.6	-2	-1	2.4	-1.5	0	-3	0.0
Cc1ccc(C#CC(C)(O)C(C)(C)C)cn1 (stereo not given)	-4	-0.1	0.0	2.5	3	-1	0.6	-0.7	-2	-5	1.1
CCCc1cc(=O)n2nc(N3CCC(C(=O)Nc4c(F)c(F)c(F)c(F)c4F)CC3)sc2n1	0	0.4	0.4	-3.4	-2	4	-1.0	-1.3	-1	-2	0.0
CCOC(=O)/C(O)=C/c1ncc(C(F)(F)F)cc1Cl	3	-0.6	-0.1	1.6	-4	5	-0.1	-1.4	0	8	0.0
O=C(O)/C=C/C(=O)Nc1ccccc1-c1ccccc1	0	0.1	0.1	0.1	8	1	0.5	-1.1	-4	-1	-0.4
COc1cc(C(=O)OCC(=O)N2CCCCC2C)cc(NC(=O)c2cccs2)c1OC (stereo not given)	-15	-1.1	-1.2	-0.8	-5	-1	-0.3	-1.6	-2	11	-1.1
O=C(COc1ccccc1)NCC(=O)N1CCCC1	-4	0.8	0.1	1.5	-3	-1	-1.1	-1.0	1	-1	3.0
CCc1c(O)nc(SCc2ccc(F)cc2)[nH]c1=O	-1	-0.5	-0.3	0.9	3	5	0.7	-1.2	-3	4	-0.2

Structures above that bear a hit mark in DAX1 inh-2:
SMILES	PLCb3 inh	hcDAF-12 act	DAX1 inh-1	HGIII-sPLA2 inh	PLCg1 inh	DAX1 inh-2	ssDAF12 agonist	ADAM17 inh	ADAM10 inh
COc1ccc2[nH]c(-c3ccccc3)cc2c1	-129	6.1*	1.5	-20	-103	4.2*	-0.3	-203	-397

Continuation.
Molecule	PLCb3 inh	hcDAF-12 act	DAX1 inh-1	GAA850 FXN act	HGIII-sPLA2 inh	PLCg1 inh	DAX1 inh-2	ssDAF12 agonist	ADAM17 inh	ADAM10 inh	hgDAF-12 ag
Cc1nnc(SCc2nnc(-c3cccs3)o2)n1Cc1ccccc1	-3	-0.1	-0.1	-0.1	-5	-2	0.0	-0.7	4	4	0.1
NS(=O)(=O)c1ccc(NC(=S)NCc2ccc3c(c2)OCO3)cc1	-9	-2.1	-1.0	0.9	-6	-1	-1.1	-0.8	-6	-16	-1.0
c1ccc(N2CCN(c3nc4ccccc4[nH]3)CC2)nc1	4	0.0	-0.8	4.1	1	3	0.6	0.3	1	8	3.1
O=C(CC1C(=O)NCCN1C(=O)Nc1ccc(C(F)(F)F)cc1)Nc1ccc(F)cc1 (stereo not given)	-3	1.8	-0.2	2.0	-3	5	1.1	-1.6	5	9	0.3
Cc1c(NP(=O)(c2ccc(Br)cc2)c2ccc(Br)cc2)c(=O)n(-c2ccccc2)n1C	1	-1.7	-0.4	-2.5	-3	1	0.4	-1.6	-2	1	0.1
COc1ccc(Cn2cc(CN3CC(N(C)C)CS3(=O)=O)nn2)cc1 (stereo not given)	0	-0.3	0.7	.	7	1	.	-0.9	-5	-5	2.9
CCN(CC)c1ccc(S(=O)(=O)N2CCOCC2)cc1NC(=O)CSc1n[nH]c(N)n1	-3	0.6	0.3	-0.8	2	-1	-0.4	-1.2	-2	-6	2.1
CCOc1ccc(S(=O)(=O)N/N=C\c2ccc3c(c2)OCO3)cc1	-3	-2.3	-0.9	0.1	1	-1	0.5	-1.4	1	7	-0.8
CCC(c1nc2ccccc2c(=O)n1CCN1CCOCC1)N1C(=O)c2ccccc2C1=O (stereo not given)	1	-1.5	0.4	-4.1	-5	2	-0.7	-1.3	-3	-7	-2.8
O=C(c1ccc2c3c(cccc13)CC2)C1CCCN(C(=O)c2ccc[n+]([O-])c2)C1 (stereo not given)	-132	-0.8	-0.2	1.6	5	-95	-0.1	-0.9	-114	-327	-1.1
C=CCOC/C=C/C#CCN(Cc1ccc(OC)cc1OC)C(=O)Nc1ccccc1	1	-0.7	-0.6	.	-3	1	.	-0.8	5	9	0.5
CC(=O)c1ccc(NC(=O)CNc2cc(S(=O)(=O)N3CCOCC3)ccc2N2CCCC2)cc1	-18	-0.6	-0.2	0.2	2	-6	-1.3	-0.9	-3	2	0.6
O=C(CSc1c2c(nc3cc(Cl)ccc13)CCCC2)NCCCN1CCOCC1	-2	-1.7	-0.6	4.3	6	1	-0.3	-0.9	-3	-4	-1.4
COc1ccc(/C=C/c2cc(C(F)(F)F)on2)cc1	-8	-0.5	-0.1	2.2	5	-2	2.3	-1.5	-4	1	1.9
COc1cccc(CN(CC(=O)NCc2ccc(F)cc2)C(=O)c2ccco2)c1	-1	1.0	0.1	0.2	-7	-2	1.8	-1.1	0	-7	0.1
COc1ccc(S(=O)(=O)NCc2cccnc2)cc1C(=O)Nc1ccccc1	-7	1.6	1.4	2.1	4	1	0.1	-1.3	-1	7	-1.8
CCCCn1c(SCC(=O)Nc2cc(C)on2)nnc1-c1cccnc1	1	-0.2	-0.2	0.6	5	1	-0.7	-1.6	-3	-1	-2.3
CNc1nc(Cl)nc(NC(C)(C)C)n1	1	-1.9	0.8	3.9	1	-4	2.7	-1.7	-7	-5	-0.6
COc1ccc(CCn2c(C)cc(C(=O)CSc3nnnn3-c3ccccc3)c2C)cc1	0	0.2	-0.5	-0.2	0	-2	1.1	-0.5	0	-1	2.8
CCCC(c1nnnn1Cc1ccccc1)N1CCN(c2ccccc2OC)CC1 (stereo not given)	2	-1.0	-0.4	-1.3	3	0	1.2	-0.7	-1	-39	-1.4
Cc1cccc(N(CC(=O)Nc2ccccc2-c2ccccc2)S(=O)(=O)c2ccccc2)c1C	1	-1.2	0.4	1.0	-11	2	-0.9	-1.6	9.3*	16	-3.8
CC(C)(C)Cc1c(C2CCCCC2)nc2ccc(Br)cn12	-1	0.3	0.2	.	5	0	.	-0.5	0	-4	2.1
CCN(CC(=O)Nc1c(F)cccc1F)C(=O)c1ccc(S(=O)(=O)N2CCCC2)cc1	-1	0.5	1.1	-0.4	4	6	-1.3	-1.3	7	-10	-0.9
COc1cccc(C(=O)NCC(C)(C)SCc2ccc(F)cc2)c1	-4	-0.2	0.4	-0.1	0	1	0.6	-1.2	2	9	0.5
CC(Sc1nnc(-c2cccnc2)n1-c1ccccc1F)C(=O)N1CCCc2ccccc21 (stereo not given)	4	0.2	0.4	.	4	2	.	-1.0	0	3	1.1
Cc1noc(C)c1COC(=O)[C@@H](NC(=O)c1ccccc1Cl)C(C)C	1	-1.7	1.3	3.1	3	2	.	-1.3	-1	3	-1.9
O=C(Nc1cccc(F)c1)Nc1ccccn1	2	8.7*	1.1	2.8	-7	1	3.3	-0.6	0	3	8.3
Cc1nn(C)c(C)c1Sc1ccc(Br)cc1	-2	-0.5	-0.7	-1.0	11	-1	0.5	-1.1	0	10	0.4
COc1ccc(NC(=S)Nc2ccc(OCc3ccccc3)cc2)c(OC)c1	-1	0.5	-0.9	0.5	3	-1	0.1	-1.1	1	7	1.2
CC/C(=N/NC(=O)c1ccccc1)c1ccc(OCCN2CCOCC2)cc1	0	1.6	1.8	3.1	5	1	1.3	1.6*	-3	-4	10
Cc1coc2c(O)cc3c(c12)OC1(N2CCCCC2)C(=O)NCCCC31 (stereo not given)	-14	-2.4	-0.8	3.8	-3	-13	-1.2	-0.5	0	-4	-1.9
